Compound activity: PubChem BioAssay, several laboratories
LYP phosphatase – inhibitors of LYP phosphatase, biochemical, fluorescence intensity, uHTS (AID 1779); Tyrosine-protein phosphatase non-receptor type 22 (Homo sapiens); hit rate 0.054% among 290,000; recombinant LYP phosphatase, fluorescence intensity; higher % means a stronger effect; one-dose inhibition, % at 11.5 µM; IC50 in µM for titrated hits; in the data active = inhibition above about 50%;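 also: plate controls were vehicle with enzyme for no effect and no enzyme for full effect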
AID2073 – inhibitors of Mint1-CaV2.2 protein interaction, biochemical, HTRF (AID 2073); hit rate 0.19% among 290,000; inhibition, % at 20 µM, or IC50 in µM where a hit was titrated; HTRF protein-protein interaction, Mint1-CaV2.2; higher % means a stronger effect; in the data active = inhibition mostly above about 51%, no sharp cut-off; also: some results filed as inactive read as strong as hits
Autophagy HCS – autophagy modulators in MEF cells, primary screen, imaging, high-content, MEF GFP-LC3; hit rate 0.98% among 190,000; AID 463193, 2010; calls only at 10 µM (by protocol); MEF GFP-LC3 puncta imaging; test concentration mostly 10 µM;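 active = percentage of spot-positive cells more than 3 SD above its plate mean, without a fluorescence outlier flag or 80% toxicity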;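 also: spot-positive cell cutoff set from DMSO-treated cells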
RSV CPE inhibition – RSV antiviral activity via CPE protection, HEp-2 cells, primary 10 µM value included (AID 2391); HEp-2 cells, RSV-induced CPE inhibition; higher % means a stronger effect; one-dose CPE inhibition, % at 10 µM; IC50 in µM for titrated hits; hit rate 0.13% among 310,000; in the data active = a potency from the dose series; also: strong numbers were not always called active
NTR1 agonist – agonists of NTR1, primary screen, imaging, U2OS cells, beta-arrestin-GFP, high content (AID 493036); NTR1-U2OS beta-arrestin-GFP spot imaging, agonist mode; activation, % at 20 µM; hit rate 0.17% among 330,000;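 active = activation at or above 40% of the spot to cytoplasm intensity ratio, with at least 20 cells analyzed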;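 also: 0% = DMSO without peptide and 100% = 100 nM NTR1 peptide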
Target sequence (P30989 whole entry, looked up): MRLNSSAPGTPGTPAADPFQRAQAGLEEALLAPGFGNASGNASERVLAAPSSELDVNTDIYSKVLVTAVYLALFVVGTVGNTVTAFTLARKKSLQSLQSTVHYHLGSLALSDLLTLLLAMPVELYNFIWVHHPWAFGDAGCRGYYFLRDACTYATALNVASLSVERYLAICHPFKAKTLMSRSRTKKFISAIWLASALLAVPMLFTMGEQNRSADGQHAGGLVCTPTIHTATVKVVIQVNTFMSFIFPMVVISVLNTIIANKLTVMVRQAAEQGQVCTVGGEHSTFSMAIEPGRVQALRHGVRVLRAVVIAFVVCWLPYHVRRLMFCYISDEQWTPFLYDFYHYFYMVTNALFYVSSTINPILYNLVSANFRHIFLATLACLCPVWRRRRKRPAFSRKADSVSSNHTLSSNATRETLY
WT yeast gro inh – growth inhibition of WT strain, primary screen, mitochondrial fusion inhibitor project, WT and mutant strains, chemical genetic | AID 1362, 2008 | mitochondrial fusion phenotypic screen | hit rate 2.1% among 190,000 | inhibition, % at 10 µM; in the data active = inhibition above about 58%; tested in S. cerevisiae
GPR35 arrestin U2OS – GPR35 antagonists blocking zaprinast-driven arrestin recruitment, primary screen, imaging, U2OS, beta-arrestin-GFP, zaprinast agonist (AID 2058); U2OS GPR35 beta-arrestin-GFP translocation imaging, zaprinast antagonism; higher % means a stronger effect; inhibition, % at 10 µM, or IC50 in µM where a hit was titrated; hit rate 0.052% among 290,000;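 active = inhibition of at least 50% with at least 30 cells and total cytoplasm GFP at most 10,000,000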
NS5 inhibitors – Dengue-2 NS5 methyltransferase inhibitors, primary screen, biochemical, confirmation dose response (AID 588689). inhibition, % at 25 µM, or IC50 in µM where a hit was titrated. Dengue-2 NS5 methyltransferase capping enzyme assay, biochemical; higher % means a stronger effect. Genome polyprotein (Dengue virus type 2 (strain 16681-PDK53)). hit rate 0.3% among 340,000; in the data active = a potency from the dose series
K1F lysis inhibition – inhibition of K1F phage lysis, E. coli UTI89, bacterial capsule biogenesis inhibitors, alamar blue (AID 488966). E. coli UTI89 K1F phage lysis, alamar blue, 2 h; higher % means a stronger effect. inhibition, % at 100 µM; hits with a dose series show IC50 in µM. hit rate 0.02% among 340,000;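 active = phage lysis inhibition, versus mean bacterial control, above a set limit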;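 also: capsule biogenesis inhibitors block K1F phage lysis so surviving cells raise fluorescence; higher fluorescence means more inhibition of phage lysis; actives were called in the ten point dose series up to 300 µM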
WT yeast gro inh mutant strain – further read-out of WT yeast gro inh, marked with its call; inhibition, %; mitochondrial fusion phenotypic screen, mutant strain inhibition
Autophagy HCS cell loss 18 h – further read-out of Autophagy HCS, marked with its call; toxicity, %; measured here: cell loss, nuclei count;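 cell loss after 18 h compound exposure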
NTR1 agonist cell count 20 µM – further read-out of NTR1 agonist, marked with its call; cell count; measured here: cell count, cytotoxicity flag
NS5 inhibitors pilot replicate – also measured in NS5 inhibitors; calls as there; inhibition, %; measured here: pilot screen replicate inhibition
Numbers without * were called inactive; i = inactive; x = not tested or not shown; [ ] = remark or other dose. Rows were taken by chance, and some 2.6% of all compounds hit somewhere here.

SMILES	LYP phosphatase	AID2073	Autophagy HCS	Autophagy HCS cell loss 18 h	RSV CPE inhibition	NTR1 agonist	NTR1 agonist cell count 20 µM	WT yeast gro inh	WT yeast gro inh mutant strain	GPR35 arrestin U2OS	NS5 inhibitors	K1F lysis inhibition	others
COC(=O)c1cc(S(=O)(=O)NCc2cccc(Br)c2)c[nH]1	-8%	8%	x	x	1.3%	0.0	61	x	x	-2%	9%	0.4%
O=C1NC2(CCCCC2)N=C1c1ccc(F)cc1	-4%	-2%	i	17	0.9%	0.5	83	9	9	-8%	-13%	3.7%
O=C(NCc1ccccc1)c1ccc(OCC2CCCO2)cc1 (stereo not given)	-3%	4%	i	-9	1.5%	1.5	64	-7	-24	-6%	0%	2.2%[50 µM]
COc1ccc(C(=O)CSc2nc(N)nc(SC)c2C#N)cc1	-14%	32%	i	-6	1.1%	3.5	79	3	4	14%	-3%	0.0%	NS5 inhibitors pilot replicate=4.6
O=C(NC(=S)Nc1ccc(CN2CCOCC2)cc1)c1ccc2c(c1)OCCO2	-8%	-20%	x	x	x	3.5	55	x	x	-1%	-2%	0.7%
CC(C)c1ccccc1NC(=O)c1ccc2ncsc2c1	-5%	2%	x	x	1.3%	-1.9	55	x	x	12%	2%	0.1%
Cc1nn(Cc2cccc(C(N)=O)c2)c(C)c1Br	-11%	-6%	x	x	1.6%	1.4	58	x	x	4%	-2%	0.3%
Cc1onc(-c2c(F)cccc2Cl)c1C(=O)Nc1cccc(S(=O)(=O)NCc2ccco2)c1	0%	17%	i	0	0.6%	1.9	21	-17	-3	-12%	3%	-0.1%
CCCn1c(SCC(=O)NNC(=O)c2ccccc2)nnc1-c1cccnc1	0%	2%	x	x	1.3%	-0.6	49	x	x	9%	-2%	0.5%
Cc1ccc(C(=O)Nc2ccc(N3CCOCC3)c3nonc23)cc1[N+](=O)[O-]	-10%	0%	x	x	2.2%	4.4	49	x	x	10%	1%	0.9%

Two records drawn at random from the list so far, as already listed:
SMILES	LYP phosphatase	AID2073	Autophagy HCS	Autophagy HCS cell loss 18 h	RSV CPE inhibition	NTR1 agonist	NTR1 agonist cell count 20 µM	WT yeast gro inh	WT yeast gro inh mutant strain	GPR35 arrestin U2OS	NS5 inhibitors	K1F lysis inhibition	others
Cc1nn(Cc2cccc(C(N)=O)c2)c(C)c1Br	-11%	-6%	x	x	1.6%	1.4	58	x	x	4%	-2%	0.3%
CC(C)c1ccccc1NC(=O)c1ccc2ncsc2c1	-5%	2%	x	x	1.3%	-1.9	55	x	x	12%	2%	0.1%

Further entries:
SMILES	LYP phosphatase	AID2073	Autophagy HCS	Autophagy HCS cell loss 18 h	RSV CPE inhibition	NTR1 agonist	NTR1 agonist cell count 20 µM	WT yeast gro inh	WT yeast gro inh mutant strain	GPR35 arrestin U2OS	NS5 inhibitors	K1F lysis inhibition	others
CC(Oc1cccc(Cl)c1)C(=O)Nc1cc(=O)n(C)c(=O)n1C (stereo not given)	-9%	-2%	i	-3	3.6%	2.3	93	-20	-13	8%	-2%	0.2%
Cc1ccccc1OCCC(=O)Nc1ccc(F)c(Cl)c1	10%	6%	i	-4	16%	2.4	57	24	24	-7%	-4%	2.5%
O=C(CCN1C(=O)COc2ccccc21)NCCN1CCN(c2cccc(Cl)c2)CC1	-2%	0%	i	-10	0.7%	-1.5	31	24	5	12%	0%	0.2%
O=C(C1CC1)N1CCN(C(c2ccccc2)c2ccccc2)CC1	0%	8%	i	-9	0.5%	-0.5	40	17	19	-13%	-7%	1.4%[50 µM]
CCNc1c(NS(=O)(=O)c2ccc(OC)c(Cl)c2)c(=O)oc2ccccc12	-10%	17%	x	x	0.5%	1.2	50	x	x	18%	-11%	0.1%
Cc1cc(C(=O)Nc2ccc(Cl)cc2)c2ccccc2n1	-7%	14%	x	x	0.7%	3.5	56	x	x	-4%	1%	0.6%
COc1ccccc1CNC(=O)COC(=O)c1cccnc1SCC(=O)NCc1ccccc1OC	-6%	1%	i	-4	2.9%	-0.8	61	-8	4	7%	-5%	0.3%
CC(=O)Nc1ccc(NC(=O)c2ccc(Cn3cc(Cl)cn3)cc2)cc1	-4%	20%	i	11	1.9%	-0.4	97	-11	-4	-9%	-1%	-0.1%
O=C(CCN1C(=O)COc2ccccc21)NCCN1CCN(c2ccccc2F)CC1	-6%	32%	i	-9	0.3%	0.2	51	9	5	7%	-4%	2.8%
CC1(C)Cc2c(cnn2-c2ccc(F)cc2)C(NC(=O)CCC(F)(F)F)C1 (stereo not given)	-8%	5%	x	x	1.2%	-1.1	70	x	x	14%	x	0.7%
O=C(CSc1nnc2c(n1)[nH]c1ccccc12)N1CCCCC1	-3%	-1%	x	x	2.9%	-0.4	51	x	x	-5%	-4%	-0.2%
CCN(C(=S)Nc1ccccc1F)C1CCCCC1	-4%	-23%	i	4	1.9%	-0.9	40	6	5	11%	-3%	2.1%
O=C1Nc2ccccc2N(O)N1c1cc(-c2cccc(Cl)c2)no1	-7%	1%	i	-4	2.9%	-0.3	71	1	6	11%	-8%	1.5%
Cn1c(=O)c2c(nc(SCCN3CCOCC3)n2C)n(C)c1=O	-1%	9%	x	x	-0.4%	-0.7	46	x	x	11%	-1%	-0.5%
COc1cccc(NC(=S)N(CCCN2CCOCC2)Cc2cn(C)c3ccccc23)c1	-5%	-14%	i	-2	-1.4%	-0.9	90	2	-8	9%	-1%	1.6%
O=C1Cc2cc(NS(=O)(=O)c3ccc(F)cc3)cc3c2N1CCC3	x	x	x	x	-0.8%	1.3	59	x	x	x	-1%	0.6%[50 µM]
O=C(c1ccc2c(=O)n3c(nc2c1)CCCCC3)N1CCN(c2cccc(Cl)c2)CC1	2%	11%	x	x	4.5%	2.3	69	x	x	-4%	-8%	7.9%
CSc1nc2sc3c(c2c(=O)[nH]1)CCCC3	-10%	4%	i	-7	5.5%	11	46	-28	-16	9%	3%	0.6%
COc1ccc(C(=O)NNC(=O)CSc2nnc(C)n2C)cc1	-6%	18%	i	-2	-0.1%	0.7	99	8	1	3%	-5%	0.1%
COCCN1C(=O)c2[nH]nc(-c3ccccc3O)c2C1c1ccc(OC)cc1 (stereo not given)	-6%	2%	x	x	1.3%	3.3	57	x	x	6%	-2%	0.0%[50 µM]
CCOC(=O)c1c(NC(=O)C2C3C=CC(CC3)C2C(=O)O)sc(C)c1CC (stereo not given)	2%	16%	i	20	1.0%	2.6	68	0	-24	-7%	-5%	3.0%
O=S(=O)(NNc1nccc(C(F)(F)F)n1)c1cccc(Cl)c1Cl	0%	32%	x	x	0.6%	0.0	45	x	x	0%	-5%	-0.8%
C=CCN1C2CCCC1CC(NC(=O)Nc1cc(C)cc(C)c1)C2 (stereo not given)	-5%	-20%	i	9	-3.0%	-0.3	47	-19	-8	16%	-1%	-0.1%
COCCCNS(=O)(=O)c1ccc2c(c1)OCCO2	-4%	-2%	i	-6	0.9%	-1.7	61	4	-5	-3%	3%	-0.2%
CCOC(=O)c1ccc(NC(=O)C2CCCN(S(=O)(=O)c3ccc(F)cc3)C2)cc1 (stereo not given)	-2%	-1%	i	1	5.2%	53*	94*	26	7	9%	-3%	5.4%
COc1ccc(C)cc1S(=O)(=O)NCC(c1ccc2c(c1)OCO2)N1CCN(C)CC1 (stereo not given)	x	x	x	x	-1.7%	-0.7	63	x	x	x	0%	0.9%[50 µM]
O=C(Nc1ccc(N2CCCC2)cc1)C(c1ccccc1)c1ccccc1	-13%	32%	i	-20	2.6%	2.2	64	17	13	21%	-21%	0.1%
CCCNS(=O)(=O)c1ccc(OCC(=O)Nc2ccccc2F)cc1	-3%	-1%	i	-3	0.2%	0.1	82	-13	-7	-7%	0%	0.7%
Cn1c[n+](C)cc1-c1ccc(/C(N)=N/O)cc1	-7%	1%	i	11	2.1%	0.6	46	1	-18	7%	6%	4.8%[50 µM]
Cc1ccc(C2NC(c3ccc(C)cc3)C([N+](=O)[O-])C(C)(C)C2[N+](=O)[O-])cc1 (stereo not given)	-1%	6%	i	5	15%	1.4	64	6	-4	-6%	-5%	0.5%
CCOC(=O)/C(=N\Nc1cc(Cl)ccc1Cl)N1CC(C)OC(C)C1 (stereo not given)	-1%	16%	x	x	3.3%	8.1	60	x	x	9%	9%	-0.4%[50 µM]
CCc1noc(C)c1C(=O)OCC(=O)N1CCc2ccccc21	x	x	x	x	2.0%	3.4	64	x	x	x	-3%	0.7%[50 µM]
CCOC(=O)CSc1nc2c(sc(=S)n2-c2ccc(CC)cc2)c(=O)[nH]1	-4%	7%	x	x	5.5%	2.2	95	x	x	6%	12%	-0.2%
CC(=O)NC(=S)Nc1ccccc1C(=O)Nc1ccccc1	-2%	-10%	i	4	1.2%	3.0	52	12	7	-1%	6%	3.6%

By substructure, those above with fluorine
SMILES	LYP phosphatase	AID2073	Autophagy HCS	Autophagy HCS cell loss 18 h	RSV CPE inhibition	NTR1 agonist	NTR1 agonist cell count 20 µM	WT yeast gro inh	WT yeast gro inh mutant strain	GPR35 arrestin U2OS	NS5 inhibitors	K1F lysis inhibition	others
O=C1NC2(CCCCC2)N=C1c1ccc(F)cc1	-4%	-2%	i	17	0.9%	0.5	83	9	9	-8%	-13%	3.7%
Cc1onc(-c2c(F)cccc2Cl)c1C(=O)Nc1cccc(S(=O)(=O)NCc2ccco2)c1	0%	17%	i	0	0.6%	1.9	21	-17	-3	-12%	3%	-0.1%
Cc1ccccc1OCCC(=O)Nc1ccc(F)c(Cl)c1	10%	6%	i	-4	16%	2.4	57	24	24	-7%	-4%	2.5%
O=C(CCN1C(=O)COc2ccccc21)NCCN1CCN(c2ccccc2F)CC1	-6%	32%	i	-9	0.3%	0.2	51	9	5	7%	-4%	2.8%
CC1(C)Cc2c(cnn2-c2ccc(F)cc2)C(NC(=O)CCC(F)(F)F)C1 (stereo not given)	-8%	5%	x	x	1.2%	-1.1	70	x	x	14%	x	0.7%
CCN(C(=S)Nc1ccccc1F)C1CCCCC1	-4%	-23%	i	4	1.9%	-0.9	40	6	5	11%	-3%	2.1%
O=C1Cc2cc(NS(=O)(=O)c3ccc(F)cc3)cc3c2N1CCC3	x	x	x	x	-0.8%	1.3	59	x	x	x	-1%	0.6%[50 µM]
O=S(=O)(NNc1nccc(C(F)(F)F)n1)c1cccc(Cl)c1Cl	0%	32%	x	x	0.6%	0.0	45	x	x	0%	-5%	-0.8%
CCOC(=O)c1ccc(NC(=O)C2CCCN(S(=O)(=O)c3ccc(F)cc3)C2)cc1 (stereo not given)	-2%	-1%	i	1	5.2%	53*	94*	26	7	9%	-3%	5.4%
CCCNS(=O)(=O)c1ccc(OCC(=O)Nc2ccccc2F)cc1	-3%	-1%	i	-3	0.2%	0.1	82	-13	-7	-7%	0%	0.7%
